Screening data (PubChem BioAssay)
PMI inhibitors: inhibitors of human PMI, primary screen, biochemical, fluorescence intensity, coupled assay (AID 1209) | Mannose-6-phosphate isomerase (Homo sapiens) | purified PMI enzyme, coupled fluorescence intensity; higher % means a stronger effect | inhibition, % at 20 µM, or IC50 in µM where a hit was titrated | 190,000 tested, 0.42% active;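 note: plate controls were DMSO vehicle for no effect and wells lacking substrate for full effect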
XIAP antagonists: XIAP antagonists, biochemical, IAP family, fluorescence polarization (AID 1018); 200,000 tested, 0.007% active; displacement, % at 20 µM, or IC50 in µM where a hit was titrated; XIAP BIR domain, fluorescence polarization peptide displacement; higher % means a stronger effect; in the data active = displacement above about 50%; note: a part of the inactive calls stands beside numbers as strong as those of hits
LYP phosphatase: inhibitors of LYP phosphatase, biochemical, fluorescence intensity, uHTS (AID 1779) | inhibition, % at 11.5 µM; hits with a dose series show IC50 in µM | recombinant LYP phosphatase, fluorescence intensity; higher % means a stronger effect | Tyrosine-protein phosphatase non-receptor type 22 (Homo sapiens) | 290,000 tested, 0.054% active;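 note: plate controls were vehicle with enzyme for no effect and no enzyme for full effect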
TNAP activators: human TNAP enzyme activators, primary screen, biochemical, luminescent, no phosphate acceptor, uHTS (AID 1001). Alkaline phosphatase, tissue-nonspecific isozyme (Homo sapiens). purified TNAP, luminescent activation assay, no phosphate acceptor; higher activation fold means a stronger effect. activation fold at 20 µM; hits with a dose series show EC50 in µM. 200,000 tested, 0.03% active; in the data active = activation fold from about 3, or a potency from the dose series; inactive = the rest, 99 in 100 with activation fold below about 1.6; note: many of its hits are not listed in these tables
P. falciparum M17LAP: P. falciparum M17LAP inhibitors, primary screen, biochemical, fluorogenic H-Leu-NHMec substrate, 1536-well (AID 1619) | recombinant M17LAP, H-Leu-NHMec fluorogenic kinetic assay; higher % means a stronger effect | one-dose inhibition, % at 30 µM; IC50 in µM for titrated hits | 220,000 tested, 0.38% active;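 active = compound inhibiting the enzyme by more than half at any dose during confirmatory dose-response retesting; inconclusive = strong single-dose inhibitors picked by rank but not retested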;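 note: plate controls were full reaction with DMSO carrier for no effect and no enzyme background for full effect; strong numbers were not always called active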
P. falciparum M1AAP: P. falciparum M1AAP inhibitors, biochemical, fluorogenic H-Leu-NHMec substrate, 1536-well (AID 1445); Aminopeptidase N (Plasmodium falciparum (isolate 3D7)); inhibition, % at 30 µM, or IC50 in µM where a hit was titrated; recombinant M1AAP, H-Leu-NHMec fluorogenic kinetic assay; higher % means a stronger effect; 220,000 tested, 0.42% active;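 active = primary inhibition above the hit cutoff, then over 50% inhibition at one or more dose response concentrations, cut at about 23% in these data, passing the limit was not always enough; inconclusive = conflicting primary data, or primary hits not chosen for dose response; inactive = low primary inhibition, or under 50% at every dose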;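 note: plate controls were DMSO full reaction for no effect and no enzyme background for full effect; strong numbers were not always called active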
PMI inhibition: human PMI inhibitors, high substrate, primary screen, biochemical, fluorescence intensity, high mannose 6-phosphate (AID 1220); recombinant PMI enzyme, coupled fluorescence intensity; higher % means a stronger effect; inhibition, % at 20 µM; hits with a dose series show IC50 in µM; 190,000 tested, 0.66% active
Myeloid diff MLP: induction of myeloid progenitor differentiation, primary screen, cell-based, flow cytometry, MLPCN library | 360,000 tested, 1% active | ER-HoxA9 myeloid progenitors, lysozyme-GFP differentiation | AID 624256, 2012 | calls only at 10 µM;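 active = normalized GFP-positive differentiation at or above the plate's own cutoff, the solvent-only control mean plus 3 SD; inconclusive = no clear call, values can overlap the other calls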;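 note: cells exposed to compound for four days before flow analysis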
CSM14.1 death rescue: rescue of cells from ER stress-induced death, primary screen, 384-well, CSM14.1, thapsigargin, ATP luminescence (AID 1222) | CSM14.1 thapsigargin-induced death rescue, ATP luminescence; higher % means a stronger effect | one-dose cellular ATP content (survival), % at 20 µM; EC50 in µM for titrated hits | 190,000 tested, under 10 active;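 active = EC50 below 50 µM in the dose-response confirmation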;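 note: death triggered by thapsigargin at about 15 µM added after 2 h compound pretreatment; cell ATP read after overnight thapsigargin exposure of roughly 18 to 22 hours; normalized against plate controls of thapsigargin alone and 5% DMSO vehicle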
Myeloid diff MLP GFP+ MAC1+ %: recorded beside Myeloid diff MLP, whose call it bears; GFP+ MAC1+ double positive, %; measured here: differentiation confirmed by MAC1 staining
* hit, by the source's call; i = inactive; ? = inconclusive; . = no result given; + = active, no number. Cut-off read from the data, not from the text of the source, unless noted: active = inhibition above about 50%; inactive = the rest.

Structure	PMI inhibitors	XIAP antagonists	LYP phosphatase	TNAP activators	P. falciparum M17LAP	P. falciparum M1AAP	PMI inhibition	Myeloid diff MLP	Myeloid diff MLP GFP+ MAC1+ %	CSM14.1 death rescue
CC(=O)N1CCN(S(=O)(=O)c2ccc(F)c(Cl)c2)CC1	-10%	-3.9%	-6%	1.1	-3%	2%	-11%	i	0.4	0.8%
CN1Cc2c(N3CCOCC3)nc3sc(C(=O)c4ccc(Br)cc4)c(N)c3c2CC1(C)C	.	.	-12%	.	-4%	5%	.	i	0.4	.
CCOC(=O)c1oc2ccccc2c1NC(=O)c1ccccc1OC	11%	-2.1%	-3%	1.1	-2%	1%	7%	i	1.8	-1.3%
CSc1nncc(/C(C)=N\Nc2ccccc2C)n1	-76%	0.0%	-5%	1.1	0%	5%	-124%	i	0.9	-3.6%
CCOc1ccc(CCNC(=O)c2nnc(Cc3ccc(F)cc3)o2)cc1OCC	-10%	-9.2%	-4%	1	0%	2%	1%	i	2.7	-3.0%
Fc1cnc(N2CCOCC2)nc1N1CCOCC1	4%	-5.8%	-4%	1.1	4%	-3%	-5%	i	0.5	-0.3%
CC(C)CN1CCNC(=O)C1CC(=O)N(C)CC1CCOCC1 (stereo not drawn)	8%	-1.2%	-5%	1.1	-16%	-3%	28%	i	0.3	-0.9%
Cc1occc1C(=O)NCCCCc1ccccc1	2%	-3.5%	-5%	1.1	21%	10%	-4%	i	0.3	11%
Cc1cccc(NC(=O)CCSc2ccccn2)c1	4%	-5.6%	-7%	1.1	16%	-2%	11%	i	0.4	-1.8%
COc1cc2c(cc1OC)C(c1cccs1)N(C(=O)C(C)C)CC2 (stereo not drawn)	10%	-4.3%	-4%	1	-2%	-6%	12%	i	2.1	-0.6%
CCOC(=O)C1CCCN(C2CCN(Cc3nc(Cc4ccccc4)no3)CC2)C1 (stereo not drawn)	-3%	-3.7%	-10%	1.1	0%	5%	-8%	i	0.0	1.6%
Cc1ccnc(NS(=O)(=O)c2ccc(NS(C)(=O)=O)cc2)n1	.	.	-9%	.	-3%	-3%	.	i	0.1	.
CCCC(=O)N1CCc2cc(-c3nc(N)sc3C)ccc21	5%	-1.6%	-3%	1.1	8%	3%	-2%	i	1.3	-1.8%
O=C(O)c1c[nH]c2ccc(F)cc2c1=O	1%	-2.9%	-2%	0.9	19%	-15%	7%	i	0.2	-0.2%
Cc1nc2ccccn2c1C(=O)NNS(=O)(=O)c1ccc(Cl)cc1	.	.	-6%	.	2%	-6%	.	i	0.3	.
CCOc1ccc(-n2c(N)c(-c3nc4ccccc4[nH]3)sc2=S)cc1	0%	-4.6%	-5%	1	-2%	0%	0%	i	1.5	1.6%
CCCc1cc(=O)[nH]c(SCC(=O)Nc2sc3c(c2C#N)CCC(C)C3)n1 (stereo not drawn)	2%	-4.7%	5%	1.1	0%	10%	8%	i	0.8	-0.5%
COc1ccc(C2(CNC(C)=O)CCCC2)cc1OC	14%	-7.2%	-8%	1.1	2%	3%	7%	i	1.7	2.1%
Cc1ccc(N2C(S)=C(C#N)C(=O)NC23CCCCC3)cc1	13%	-2.6%	-3%	1.1	-11%	5%	4%	i	0.6	0.5%
O=C(CSc1ncnc2ccccc12)c1ccc2c(c1)OCCO2	9%	1.9%	2%	1.1	5%	3%	-2%	i	1.2	-2.5%
CCc1ccc2oc(-c3cc(N)cc(C)c3O)nc2c1	11%	-17%	3%	1	26%	7%	-1%	i	0.0	-2.0%
N#Cc1ccccc1CN1C(=O)S/C(=C/c2cccn2-c2ccc(C(=O)O)cc2)C1=O	-3%	-6.9%	6%	1.1	24%	11%	-15%	i	1.0	-2.8%
Nc1ccc2nc(N3CCOCC3)sc2c1	27%	-10%	-9%	1.1	-3%	2%	60%*	i	0.4	0.5%
O=C(c1ccc(F)cc1)N1CCN(Cc2ccccc2Br)CC1	9%	-0.2%	-7%	1.2	-1%	-8%	5%	i	0.9	-2.4%
COC(=O)CSc1ccc(-c2nc3ccc(C)cc3[nH]2)cn1	-4%	-6.3%	-6%	1	4%	1%	-8%	i	0.7	-2.2%
O=C(O)C1C2C=CC(C2)C1C(=O)NCCCn1ccnc1 (stereo not drawn)	17%	-6.9%	-4%	1.1	-2%	7%	15%	i	0.8	-2.0%
CN(C)CCCN(C(=O)CCSc1ccccc1)c1nc2cc3c(cc2s1)OCO3	12%	-4.4%	-2%	1.1	-1%	5%	11%	?	.	.
Cc1ccc(C)c(NC(=O)Cn2nnc(C(=O)NCc3cccs3)c2N)c1	-6%	-2.1%	-1%	1.1	12%	4%	-7%	i	1.0	-1.8%
O=C(CN1CCN(Cc2ccccc2Cl)C1=O)NCc1cccnc1	.	.	-8%	.	17%	4%	.	i	0.9	.
Cc1cccc(Cl)c1OCCCCn1ccnc1	0%	-4.8%	-11%	0.9	-10%	2%	-3%	+	26*	-1.7%

Two entries from above, with two lines to a compound:
Order of values – PMI inhibitors | XIAP antagonists | LYP phosphatase | TNAP activators | P. falciparum M17LAP | P. falciparum M1AAP | PMI inhibition | Myeloid diff MLP | Myeloid diff MLP GFP+ MAC1+ % | CSM14.1 death rescue
COc1cc2c(cc1OC)C(c1cccs1)N(C(=O)C(C)C)CC2 (stereo not drawn)
 : 10% | -4.3% | -4% | 1 | -2% | -6% | 12% | i | 2.1 | -0.6%
CCOC(=O)C1CCCN(C2CCN(Cc3nc(Cc4ccccc4)no3)CC2)C1 (stereo not drawn)
 : -3% | -3.7% | -10% | 1.1 | 0% | 5% | -8% | i | 0.0 | 1.6%

Other structures follow:
Structure	PMI inhibitors	XIAP antagonists	LYP phosphatase	TNAP activators	P. falciparum M17LAP	P. falciparum M1AAP	PMI inhibition	Myeloid diff MLP	Myeloid diff MLP GFP+ MAC1+ %	CSM14.1 death rescue
Cc1cc(NC(=O)CCC(=O)N(Cc2ccco2)C(C(=O)NC2CCCCC2)c2cccs2)no1 (stereo not drawn)	-3%	-3.8%	0%	1.1	15%	6%	-10%	i	0.4	1.0%
OCCC1CN(Cc2cccn2-c2nccs2)CCN1Cc1ccc(F)c(F)c1 (stereo not drawn)	11%	3.0%	-6%	1.1	-7%	3%	9%	i	0.4	-2.2%
COC(=O)c1oc2ccc(Br)cc2c1-n1cccc1	9%	1.9%	1%	1.1	9%	18%	12%	i	1.0	1.7%
Cc1c(NC(=O)c2c(F)cccc2F)c(=O)n(-c2ccccc2)n1C	-3%	-7.2%	-7%	1	-7%	4%	8%	i	0.4	-1.4%
O=C(O)C1CCN(S(=O)(=O)c2ccc(N3CCOCC3)c([N+](=O)[O-])c2)CC1	-8%	-2.9%	-3%	1	1%	1%	-6%	i	0.5	0.2%
CCN(CC)C(=O)Cn1nnc(-c2ccc(S(C)(=O)=O)cc2)n1	0%	-5.2%	-8%	1.1	3%	14%	-3%	i	0.1	1.2%
COc1ccc(C(=O)NN(C)c2nc(-c3ccccc3)cc(C)c2S(C)(=O)=O)cc1	11%	-8.4%	6%	1.1	15%	2%	12%	i	0.6	-4.2%
Cc1c(/C=N/N=C2\CCC3C4CCc5cc(O)ccc5C4CCC23C)cnn1C (stereo not drawn)	10%	-8.3%	-8%	1.1	4%	-2%	0%	i	0.7	1.9%
COC(=O)c1sc(SC)c(S(=O)(=O)C(C)C)c1N	.	.	-5%	.	5%	9%	.	i	0.6	.
COc1ccc(C2(c3ccc(OC(C)=O)cc3OC(C)=O)CC(c3ccccc3)NC(=S)N2)cc1 (stereo not drawn)	64%*	-1.7%	-2%	1.1	-3%	2%	5%	i	1.5	.
O=C(NC1CCCCC1)C(c1ccc(F)cc1)N(CCc1ccccc1)C(=O)CN1C(=O)c2ccccc2S1(=O)=O (stereo not drawn)	3%	-2.4%	-10%	1.1	0%	-1%	-5%	i	0.4	0.4%
Cc1ccc(-c2nc(N/N=C/c3cccc([N+](=O)[O-])c3)c3ccccc3n2)cc1	4%	-1.1%	-9%	1.1	3%	5%	-6%	i	1.9	-4.6%
CCOC(=O)Cn1c(=NC(=O)CN2C(=O)CCC2=O)sc2cc(S(N)(=O)=O)ccc21	11%	-3.5%	-3%	1.2	15%	8%	7%	i	1.6	9.8%
Cc1nn(Cc2ccccc2)c(C)c1NC(=O)c1cc(-c2ccc3c(c2)OCO3)on1	7%	2.2%	9%	1.2	7%	-3%	4%	i	0.8	1.2%
Cc1ccc(CNC(=S)NCc2ccncc2)cc1	2%	-3.4%	-6%	1.1	3%	3%	2%	i	0.5	3.6%
O=C(CSc1ccccn1)Nc1ccc2c(c1)C(=O)c1ccccc1C2=O	-13%	-7.0%	0%	1.1	6%	-3%	-18%	i	0.4	-2.0%
CC1=C(C(=O)N2CCOCC2)C(c2ccc(Br)cc2)NC(=S)N1c1ccccc1 (stereo not drawn)	-4%	-7.2%	-5%	1.1	1%	-1%	-7%	i	0.1	-6.3%
CC(C)(C)NC(=O)c1ccc2nsnc2c1	-9%	0.1%	-2%	1.1	9%	6%	0%	i	0.1	-3.2%
COC(=O)C(O)(CC(=O)Nc1cccc(SC)c1)C(F)(F)F (stereo not drawn)	-2%	0.1%	-10%	1.1	54%	-2%	-5%	i	1.3	-3.8%
COc1ccc2c(c1)c(C(=O)O)c(C)n2-c1ccccc1	.	.	-4%	.	7%	5%	.	i	0.2	.
Cc1ccc(Oc2ncccc2/C=N/OCc2ccc(Cl)cc2Cl)cc1	12%	-6.6%	-8%	1.1	11%	0%	5%	i	0.3	-0.9%
COC(=O)COc1nsnc1N1CCOCC1	2%	-2.5%	-10%	1	-13%	10%	-2%	i	1.4	-1.8%
CC1(C)CC(=O)C2=C(C1)N(c1ccc(F)cc1)C(=O)CC2c1cccnc1 (stereo not drawn)	3%	-1.4%	-7%	1	-7%	-3%	4%	i	3.1	.
CCOC(=O)c1ccc(NC(=O)c2nc[nH]c2C(=O)N(CC)CC)cc1	.	.	-7%	.	-9%	-5%	.	i	2.1	.
CCCc1nnc(NC(=O)CN2CCOCC2)s1	-4%	-0.6%	-8%	1	9%	4%	6%	i	1.0	2.0%
NNC(=O)c1ccc(N2CCc3ccccc32)c([N+](=O)[O-])c1	-3%	-5.8%	-2%	1	14%	8%	-8%	i	0.2	-1.5%
COC(=O)c1nc2n(n1)C(c1ccc(OC)c(OC)c1OC)C1=C(CCCC1=O)N2 (stereo not drawn)	3%	-6.5%	-13%	1.1	11%	5%	-3%	i	0.7	-3.0%
CCc1cccc(NC(=O)Cn2ncn3c(cc4ccccc43)c2=O)c1	8%	-4.5%	-1%	1.2	11%	-6%	8%	i	2.4	-0.7%
Cc1cccc(OCC(=O)NCC(=O)N/N=C/c2cccnc2)c1	.	.	4%	.	12%	8%	.	i	0.6	.
